Source: PubChem
D1 PAM – human D1 dopamine receptor positive modulation; P21728; HEK293 TREx D1 cells, calcium flux, dopamine EC20 potentiation; potentiation, % at 10 µM; hit rate 0.036% among 360,000; AID 504651; in the data active = potentiation above about 30%; note: 0% is about no effect
Target sequence (P21728 whole entry, looked up): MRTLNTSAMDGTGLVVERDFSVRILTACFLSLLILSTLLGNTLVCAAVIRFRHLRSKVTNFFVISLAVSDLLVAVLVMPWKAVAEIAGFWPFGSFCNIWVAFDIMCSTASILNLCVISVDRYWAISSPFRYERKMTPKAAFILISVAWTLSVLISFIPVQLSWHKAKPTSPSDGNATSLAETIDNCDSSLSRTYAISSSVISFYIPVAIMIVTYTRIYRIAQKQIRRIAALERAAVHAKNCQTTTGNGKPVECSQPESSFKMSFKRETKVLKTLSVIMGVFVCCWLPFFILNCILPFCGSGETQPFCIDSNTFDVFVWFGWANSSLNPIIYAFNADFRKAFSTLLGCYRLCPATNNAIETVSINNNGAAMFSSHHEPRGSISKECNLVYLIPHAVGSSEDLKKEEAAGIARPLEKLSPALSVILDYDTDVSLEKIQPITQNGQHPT
RXFP1 antag – antagonists of human relaxin receptor RXFP1; hit rate 0.59% among 350,000; HEK293-RXFP1, relaxin-stimulated cAMP HTRF, 30 min; active compounds read low; Q9HBX9; AID 1259400; activity change, negative = inhibition, % at 57.5 µM;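 active = activity change of -60% or lower, but not beyond a set lower limit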; note: % is set by controls: 0 for no effect and ±100 for the full control effect
TRHR ag – TRH receptor (human) agonism; TRHR cells, calcium flux fluo-8, FDSS agonist mode; P34981; activation, % at 2 µM; AID 493084; hit rate 0.18% among 360,000; note: 0% is about no effect
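Read-out: compound-evoked intracellular calcium rise in TRHR cells, fluo-8 dye, kinetic FDSS fluorescence at 1 s/cycle following a 10-cycle baseline. Cells cultured overnight before dye loading (30 min–1.5 h, RT).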
D2 ag – D2 dopamine receptor (human) agonism | HEK293 T-REx D2 cells, calcium flux agonist mode | activation, % at 2 µM | hit rate 0.53% among 340,000 | P14416 | AID 485358;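 active = activation over 3 SD above normal in the single-dose calcium agonist read, cut at about 30% in these data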; note: 0% is about no effect
Target sequence (P14416 whole entry, looked up): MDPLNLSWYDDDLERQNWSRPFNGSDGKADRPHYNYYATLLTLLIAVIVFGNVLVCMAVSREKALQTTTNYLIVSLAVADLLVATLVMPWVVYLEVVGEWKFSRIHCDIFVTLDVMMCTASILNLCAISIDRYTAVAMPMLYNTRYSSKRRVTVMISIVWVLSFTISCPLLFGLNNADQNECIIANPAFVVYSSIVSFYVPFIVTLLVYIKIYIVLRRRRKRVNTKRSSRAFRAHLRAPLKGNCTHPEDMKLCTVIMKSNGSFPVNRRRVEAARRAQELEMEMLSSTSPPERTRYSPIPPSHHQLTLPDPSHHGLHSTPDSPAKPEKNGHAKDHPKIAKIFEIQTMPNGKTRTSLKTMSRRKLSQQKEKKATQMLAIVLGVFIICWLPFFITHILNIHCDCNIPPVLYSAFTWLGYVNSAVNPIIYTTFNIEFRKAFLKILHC
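Agonism scored from kinetic calcium signal (1 read/sec, 180 s) following compound pin transfer, after a 10 s baseline. Cells: HEK293 Trex line expressing inducible D2 receptor coupled to calcium, dye-loaded after overnight culture at 30 C.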
TRHR enhancer – allosterically enhances the human TRH receptor; TRHR cells, fluo-8 calcium fluorescence, EC20 TRH enhancement; enhancement, % at 2 µM; hit rate 0.66% among 360,000; AID 493056; in the data active = enhancement above about 30%; note: 0% is about no effect
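Enhancer read-out: after compound pinning and an initial kinetic agonist-mode read, an EC20 of TRH (10 nM final) was injected and fluo-8 calcium signal (Ex 480/Em 530) followed at 1 s/cycle for 100 cycles in TRHR-expressing cells.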
D2 antag – D2 dopamine receptor (human) antagonism. P14416. HEK293 TREx D2 cells, calcium flux, dopamine EC80. inhibition, % at 10 µM. hit rate 2% among 340,000. AID 485344; in the data active = inhibition above about 30%; note: 0% is about no effect
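In this primary screen, negative modulation is detected by tracking calcium flux after an EC80 dopamine challenge in inducible HEK293 T-REx D2 cells preexposed to test compound for 180 s.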
D1 ag – human D1 receptor agonism; P21728; HEK293 T-REx D1 cells, calcium flux, agonist mode; activation, % at 2 µM; hit rate 1% among 360,000; AID 504660; note: 0% is about no effect
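Inducible HEK293 T-REx D1 cells, force-coupled to calcium signalling, were plated at 4000 cells/well with tetracycline and held overnight at 30 C. After no-wash calcium dye loading, compound-evoked calcium rise over 180 s flagged agonists.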
D2 potentiator – D2 dopamine receptor (human) potentiation; P14416; HEK293 T-REx D2, calcium flux, EC20 dopamine potentiation; potentiation, % at 10 µM; hit rate 0.34% among 340,000; AID 485347;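 active = potentiation over 3 SD above the plate norm, cut at about 30% in these data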; note: 0% is about no effect
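Tetracycline-induced Hek293 Trex D2 cells, force-coupled to calcium, loaded with no-wash calcium dye. Compound added with 180 s kinetic read for agonism, then EC20 dopamine and a further 180 s read for potentiation.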
D1 antag – blocks dopamine activation of the human D1 receptor | P21728 | HEK293 TREx D1 cells, calcium flux, dopamine EC80; active compounds read low | activity change, negative = inhibition, % at 10 µM | hit rate 3.2% among 360,000 | AID 504652; in the data active = activity change below about -30%; note: % is set by controls: 0 for no effect and ±100 for the full control effect
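Antagonism measured as reduced calcium response to an EC80 dopamine addition following 180 s compound pre-read; cells were inducible HEK293 Trex D1 plated overnight at 30 C, read kinetically at 1 cycle/sec.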
* hit, by the source's call; . = no result given; & = joins results of further samples. Cut-off read from the data, not from the text of the source, unless noted: active = activation above about 30%; inactive = the rest.

smiles	D1 PAM	RXFP1 antag	TRHR ag	D2 ag	TRHR enhancer	D2 antag	D1 ag	D2 potentiator	D1 antag
COc1ccccc1C(=O)Nc1ccc(OCc2cc(=O)n3ccc(C)cc3n2)cc1	-4	2	-0.2	.	-2	.	1	-7	-6
CCN1C(=NCCc2cccnc2)N[C@@H](c2ccccc2)C(C(=O)OC)=C1C	-2&6	.	0.6&0.2	0.7	-1&21	5	-1&1	4	2&1
Cc1cc(C(=O)NCC(c2ccco2)N2CCCC2)c2ccccc2n1 (centres undefined)	.	6	0.6	0.0	3	-37	5	6	27
COc1cccc(NC(=O)C2CCN(c3nnc(-n4c(C)ccc4C)s3)CC2)c1	-2	4	-0.9	0.1	2	.	-1	-2	8
C=CCn1c(N)cc(=O)nc1SC(C)C(=O)Nc1ccc(C(=O)OCC)cc1 (centres undefined)	-3	-24	-0.1	0.1	-4	4	4	0	-35*
CN1CCN(C(=O)c2cc([N+](=O)[O-])cc([N+](=O)[O-])c2)CC1	3	2	0.1	-0.9	-4	1	3	-12	5
COc1ccc(C2CC(=O)c3cc(-c4nc(-c5cccc([N+](=O)[O-])c5)cs4)c(=O)n(-c4ccc(OC)cc4)c3C2)cc1 (centres undefined)	0	5	0.8	0.7	-6	.	1	-6	-9
Nc1nnc(SCC(=O)N2CCc3ccccc32)n1-c1ccccc1	-3	-2	-0.5	0.5	1	-5	4	8	5
CCOC(=O)c1c(C=O)c2ccccc2n1CC	-4	-1	-1.3	-1.3	2	3	1	-2	-5
CCc1ccc(NC(=O)CC2C(=O)N(c3ccc(F)cc3)C(=O)N2Cc2ccc(F)cc2)cc1 (centres undefined)	-4	-18	1.2	0.1	-3	.	1	-20	-31*
Cc1cccc(C(=O)Nc2nnc(S(=O)(=O)N3c4ccccc4CC3C)s2)c1 (centres undefined)	-3	-9	0.1	-0.9	2	.	-1	-7	0
COc1cc(C(C)=O)ccc1Oc1ncnc2c1cnn2-c1ccc(C)c(C)c1	-1	-5	-0.5	-0.5	-4	-9	4	10	16
Cn1c(SCc2ccc(Br)cc2)nnc1-c1cccs1	-6	-6	0.2	-0.5	-6	6	1	-3	7
CCOC(=O)C1CCN(C(=O)CCNS(=O)(=O)c2cc(Br)cnc2N)CC1	0	18	-0.9	-1.0	10	-11	2	1	-3
COc1ccccc1NS(=O)(=O)c1ccc(C)c(C(=O)NCCCN2CCCC2=O)c1	-2	-16	0.1	0.5	5	-10	1	5	6
O=C(COc1cccc(C(F)(F)F)c1)Nc1ccc(S(=O)(=O)N2CCCCC2)cc1	-2	-8	1.6	0.3	-2	-13	3	17	7
O=C(CN1CCOCC1)Nc1cccc(Cl)c1Cl	4	-5	-0.4	-1.1	0	16	3	9	-8
CN(C)c1cc(-c2ccccc2)nc(N)n1	.	.	0.5	.	6	.	3	.	2
COc1ccc(O[C@H]2C=C[C@@H](c3ccccc3)O[C@@H]2COC(=O)CC/C(C)=N/O[C@H](C)c2cn([C@@H]3COC[C@H]3O)nn2)cc1	-3	.	0.3	-0.3	6	8	4	4	-25
COC(=O)c1ccc(CNC(=O)C2CCC(=O)N(CCCc3ccccc3)C2)cc1 (centres undefined)	0	1	-0.7	0.5	-2	-3	1	-1	8
COc1ccc(-c2cc(C)no2)cc1S(=O)(=O)N1CCN(C(=O)c2ccco2)CC1	3	22	0.2	1.6	2	4	7	-10	-11
Cc1cc(NC(=O)CSc2nnc(-c3ccccc3C)n2C)no1	4	-2	-0.4	-1.1	-3	-21	2	-2	-5
COc1ccccc1CCNC(=O)C1CCN(C(=O)/C=C/c2ccccc2)CC1	0	-1	-1.9	-0.5	0	-6	2	8	1
CN(C)S(=O)(=O)c1cc(NC(=O)CSc2ncc(C(F)(F)F)cc2Cl)ccc1Cl	-5	3	1.3	-0.3	-11	6	7	5	1
CCOC(=O)c1c(O)c2ccccc2n(-c2ccccc2)c1=O	-4	-8	-1.0	0.9	0	4	2	4	7
CCC(Oc1ccccc1)C(=O)NCc1cccnc1 (centres undefined)	3	-13	0.0	-0.2	-4	-20	2	-1	7
CCN(C(=O)CN1CCN(Cc2ccccc2)CC1)c1c(N)n(Cc2ccccc2)c(=O)[nH]c1=O	-1	0	0.6	0.4	2	13	2	6	0
Cc1cc(N2CCOCC2)nc2ccc(NC(=O)CCC(=O)N3CCN(c4ccc(F)cc4)CC3)cc12	3	-16	0.9	1.6	-1	-4	-1	-13	-11
CC(C)(C)NC(=O)CCC1COc2ccccc2O1 (centres undefined)	2	6	-0.4	-1.1	-2	0	1	0	4
Nc1c(C(=O)NC2CCCC2)sc2nc(-c3cccs3)ccc12	3	-8	-0.1	.	28	.	1	.	2
Cc1cc(NC(=O)Cc2ccccc2)no1	-4	6	-0.4	0.0	9	6	1	-10	-5
CCOC(=O)Cn1c(=O)n(Cc2ccco2)c(=O)c2ccc(C(=O)NCCc3ccccc3)cc21	2	3	0.0	0.7	-2	-13	2	-4	-4
Cc1ccc(CSCCNC(=O)c2ccc(N(C)S(=O)(=O)c3ccccc3)cc2)cc1	-1	-21	1.9	3.0	-3	.	28	-9	-16
Cc1cccc(N=N/C(=C\O)C(=O)c2cccs2)c1	-2	-20	0.2	2.9	-1	0	1	10	4
COc1ccc(C2=NNC(=O)CC2)cc1	6	-1	0.0	-0.4	-7	-11	3	2	4
CCc1ccc(NC(=O)[C@H](C)NC(=O)C2CCN(C(=O)[C@@H](N)C(C)C)CC2)cc1	0	3	0.2	0.4	0	11	4	12	-6
O=[N+]([O-])c1cc(Br)c(O)c(/C=N/Nc2nc3ccccc3s2)c1	-8	-8	-0.3	-0.3	-4	8	10	0	-26
COCCN(Cc1ccccc1)C(=O)Cc1ccc(OC)c(S(=O)(=O)N2CCOCC2)c1	-6	-10	-0.2	0.2	7	-6	11	-5	19
CS(=O)(=O)N(CC(=O)N/N=C/c1ccc(OCC(=O)N2CCOCC2)cc1)c1ccccc1Cl	-3	-6	0.3	.	-4	.	3	.	-11
CCc1ccc(S(=O)(=O)Nc2cccc(-c3ccc(N4CCOCC4)nn3)c2)cc1	3	-5	-0.2	-1.2	8	.	9	6	13
CCCCCO	0	.	0.5	0.2	3	-1	0	12	.
CCOCc1c(C(=O)N2CCN(Cc3ccc(Br)s3)CC2)oc2ccccc12	4	-5	0.6	0.2	0	32*	1	-3	26
CCC1CCCCN1C(=S)Nc1ccc(C(C)=O)cc1 (centres undefined)	0	5	1.2	0.5	0	-11	-1	7	2
CC(C)(C)OC(=O)N1CCC[C@H]1C(=O)O	1	.	0.3	.	0	.	0	.	2
CCOC(=O)c1c(C)[nH]c(C(=O)N2CCCC(C(=O)c3ccccc3OC)C2)c1C (centres undefined)	-4	-8	-0.4	-1.4	0	3	0	18	4
COc1ccc(OC)c(CN2CCN(c3ccccc3OC)CC2)c1	-13	-2	-0.6	-0.2	21	-2	4	-3	-30
CCCCn1c(N)c(N(CC(C)C)C(=O)COC(=O)c2ccccc2NCCO)c(=O)[nH]c1=O	4	-16	0.0	0.1	-1	5	0	-4	-7
O=C(Nc1ccc2ccccc2c1)/C(=C\c1ccc2c(c1)OCO2)NC(=O)c1ccco1	-4	-22	0.8	0.4	1	-6	3	-17	-16
O=C(COc1ccc(Cl)cc1Br)N1CCN(c2ccccc2)CC1	-4	-14	0.2	0.4	1	-1	2	-10	2
COc1ccc(N(CC(=O)NCc2ccccc2)S(=O)(=O)c2c(C)nn(C)c2C)cc1	-3	3	0.0	0.9	-3	3	-2	5	-11
Cc1[nH]c(=S)[nH]c(=O)c1CCCO	6	-33	2.0	0.3	3	-8	2	1	5
O=S(=O)(c1cc(Cl)ccc1Cl)n1cccn1	4	-10	0.8	1.7	4	-7	0	0	-18
CC(C)C(=O)NN(C(=O)C(C)C)c1nc2ccccc2s1	-2	-11	0.7	0.5	1	2	0	21	-9
Cc1ccc(CNS(=O)(=O)c2cc(Br)cc3c2N(C(=O)C2CC2)CC3)cc1	-1	.	-0.1	-0.2	1	.	2	-17	-5
C=CCn1cccc(C(=O)Nc2ccc(C)c(Cl)c2)c1=O	-2	-10	0.0	0.4	9	-11	4	15	-11
CCOc1ccc(NC(=O)C2CC(=O)NC(N3CCc4ccccc43)=N2)cc1 (centres undefined)	-8	0	-0.1	-0.5	3	-8	5	-9	-3
C/C(=C\c1ccccc1)CN(C)CCN(C)C	-8	.	0.7	-1.0	-10	-4	3	12	4

Single records, from the list above.
`CCOCc1c(C(=O)N2CCN(Cc3ccc(Br)s3)CC2)oc2ccccc12` across the screens: D1 PAM: 4; RXFP1 antag: -5; TRHR ag: 0.6; D2 ag: 0.2; TRHR enhancer: 0; D2 antag: 32*; D1 ag: 1; D2 potentiator: -3; D1 antag: 26
`CCC1CCCCN1C(=S)Nc1ccc(C(C)=O)cc1` (centres undefined) across the screens: D1 PAM: 0; RXFP1 antag: 5; TRHR ag: 1.2; D2 ag: 0.5; TRHR enhancer: 0; D2 antag: -11; D1 ag: -1; D2 potentiator: 7; D1 antag: 2
`O=S(=O)(c1cc(Cl)ccc1Cl)n1cccn1` across the screens: D1 PAM: 4; RXFP1 antag: -10; TRHR ag: 0.8; D2 ag: 1.7; TRHR enhancer: 4; D2 antag: -7; D1 ag: 0; D2 potentiator: 0; D1 antag: -18
